Screening results deposited in PubChem BioAssay by NCI.
All columns: NCI-60 one-dose screen, growth in % after 48 h at 10 µM unless noted; 100 = growth as untreated, 0 = no growth, -100 = all killed.
KM12: KM12 colon cancer cells | AID 1794800 | 5% of 82,000 active
NCI/ADR-RES: NCI/ADR-RES ovarian cells; 4.4% of 81,000 active; AID 1794790
NCI-H23: NCI-H23 lung cancer; 4% of 80,000 active; AID 1794731
NCI-H460: NCI-H460 lung cancer. 6.8% of 82,000 active. AID 1794736
NCI-H322M: NCI-H322M lung cancer; 2.7% of 80,000 active; AID 1794733
NCI-H226: NCI-H226 lung cancer; 3.5% of 79,000 active; AID 1794732
COLO 205: COLO 205 colon cancer | 7.3% of 79,000 active | AID 1794742
NCI-H522: NCI-H522 lung cancer; 8% of 78,000 active; AID 1794739
IGROV1: IGROV1 ovarian cancer | 4.7% of 79,000 active
* marks the source's active call; other numbers are inactive results; / = no result given; & = joins results of further samples. Rule for the calls: active = growth percent below 10; inactive = the rest.

Start of the listing, in advance, 7 compounds:
SMILES	KM12	NCI/ADR-RES	NCI-H23	NCI-H460	NCI-H322M	NCI-H226	COLO 205	NCI-H522	IGROV1
CNCc1cccc2c1OCCCCCC[C@@](C)(O)CC1(CC1)S(=O)(=O)c1ccc(cc1)-c1cnc(N)c(n1)C(=O)N2	-69*	-92*	-95*	-75*	-97*	-76*	-90*	-87*	-91*
CCC1(C)CN=C(c2ccccc2)NC1 (stereo not drawn)	106	106	100	105	111	98	/	/	109
Nc1ncnc2c1N=C(c1ccc(Cl)cc1)CC(c1cccc(Nc3ccnc4cc(C(F)(F)F)ccc34)c1)N2 (stereo not drawn)	53	71	69	66	92	70	64	77	68
CC(=O)c1ccc2c(c1)Cc1ccccc1-2	103	112	97	104	121	81	113	77	120
NNc1nc(-c2ccncc2)nc2sc3c(c12)CCCCCC3	101	98	92	104	97	/	98	/	116
COc1ccc(-c2cnc3sc4c(-c5ccc(Br)cc5)n[nH]c(=O)c4n23)cc1	93	108	99	98	91	94	109	84	104
c1ccc([P+](Cc2ccccc2C[P+](c2ccccc2)(c2ccccc2)c2ccccc2)(c2ccccc2)c2ccccc2)cc1	94	102	97	86	109	116	107	95	107

The list itself, repeating the preview:
SMILES	KM12	NCI/ADR-RES	NCI-H23	NCI-H460	NCI-H322M	NCI-H226	COLO 205	NCI-H522	IGROV1
CNCc1cccc2c1OCCCCCC[C@@](C)(O)CC1(CC1)S(=O)(=O)c1ccc(cc1)-c1cnc(N)c(n1)C(=O)N2	-69*	-92*	-95*	-75*	-97*	-76*	-90*	-87*	-91*
CCC1(C)CN=C(c2ccccc2)NC1 (stereo not drawn)	106	106	100	105	111	98	/	/	109
Nc1ncnc2c1N=C(c1ccc(Cl)cc1)CC(c1cccc(Nc3ccnc4cc(C(F)(F)F)ccc34)c1)N2 (stereo not drawn)	53	71	69	66	92	70	64	77	68
CC(=O)c1ccc2c(c1)Cc1ccccc1-2	103	112	97	104	121	81	113	77	120
NNc1nc(-c2ccncc2)nc2sc3c(c12)CCCCCC3	101	98	92	104	97	/	98	/	116
COc1ccc(-c2cnc3sc4c(-c5ccc(Br)cc5)n[nH]c(=O)c4n23)cc1	93	108	99	98	91	94	109	84	104
c1ccc([P+](Cc2ccccc2C[P+](c2ccccc2)(c2ccccc2)c2ccccc2)(c2ccccc2)c2ccccc2)cc1	94	102	97	86	109	116	107	95	107
CCOC(=O)C(CC(=O)c1ccccc1)(NC(C)=O)C(=O)OCC	/	103	106	101	89	104	107	85	100
O=c1[nH]c(CN2CCCCC2)ccc1O	98	/	108	102	106	101	112	106	102
Nc1cccc(N)n1.[Cu+2]	97	101	98	100	109	105	101	95	113
C[C@H]1[C@H](C)CC[C@]2(C(=O)N3CCCNCC3)CC[C@]3(C)C(=CC[C@@H]4[C@@]5(C)CCC(=O)C(C)(C)[C@@H]5CC[C@]43C)[C@H]12	96	96	98	97	98	107	96	102	95
COCCOC(=O)c1cccc(C)c1	101	90	84	102	89	104	106	95	97
O=C(OCC1CCC=CO1)C1CCC=CO1 (stereo not drawn)	108	106	107	116	126	103	109	98	117
COc1ccc(NC(=O)C(C)C)cc1	110	113	108	115	95	119	130	117	120
O=C1/C(=N\c2cc(=O)[nH]n2S(=O)(=O)c2ccccc2)Nc2ccccc21	99	101	107	105	105	92	114	97	100
CC(=O)NNc1ccc2nnc(-c3ccccc3)n2n1	104	104	97	106	102	105	104	109	108
Nc1ccc2c(c1Br)Cc1ccccc1-2	103	100	92	102	114	104	99	/	108
Cc1cc(O)cc(-c2c(-c3cc(NCCCCO)nc(-c4cccnc4)n3)cnn2C)c1	63	96	89	91	91	93	111	73	115
CC(C)n1c(NCCc2ccc(O)c(O)c2)nc2c1c(=O)n(C)c(=O)n2C	91	93	87	100	95	90	103	85	110
CCOC(=O)c1cn2ncnc(Oc3ccc(NC(=O)NC4CCCCC4)c(Cl)c3)c2c1C	97	59	69	96	85	93	97	67	81

Complete entries from above. Values in the order: KM12 | NCI/ADR-RES | NCI-H23 | NCI-H460 | NCI-H322M | NCI-H226 | COLO 205 | NCI-H522 | IGROV1
`Nc1ccc2c(c1Br)Cc1ccccc1-2` as listed: 103 | 100 | 92 | 102 | 114 | 104 | 99 | / | 108
`CC(=O)c1ccc2c(c1)Cc1ccccc1-2` as listed: 103 | 112 | 97 | 104 | 121 | 81 | 113 | 77 | 120

(list continues)
SMILES	KM12	NCI/ADR-RES	NCI-H23	NCI-H460	NCI-H322M	NCI-H226	COLO 205	NCI-H522	IGROV1
CN(C)c1ccc(/C=c2\sc3nc(=O)c4nc(-c5ccccc5)c(-c5ccccc5)nc4n3c2=O)cc1	105	105	102	99	103	99	115	98	101
CCOc1cc(N2CCOCC2)c(OCC)cc1N	111	106	107	112	115	115	105	94	111
Cc1cc(=O)oc2cc(OCCCCOc3ccc(/C=C/C(=O)Nc4ccccc4N)cc3)ccc12	31	74	76	45	82	48	45	36	82
C=C(C)C(=O)OCC(CC)(COC(=O)C(=C)C)COC(=O)C(=C)C	102	103	103	102	85	104	114	106	96
Cc1cc(NS(=O)(=O)c2ccc(Nc3ccnc(SCC(=O)c4ccc(F)cc4)n3)cc2)no1	108	108	98	108	106	96	111	95	94
O=C(Nc1ncc(Cc2ccc(Cl)cc2)s1)C1=NCCCCN1	103	106	99	106	95	100	110	82	107
Cc1nc2c(nnn2-c2ccccc2)c2nc(-c3ccc(Cl)cc3)oc(=O)c12	113	113	116	115	103	93	120	100	111
C[C@H]1[C@@H](CC(=O)N[C@@H](Cc2coc3ccccc23)B(O)O)O[C@@H]2OC3(C)CC[C@H]4[C@H](C)CC[C@@H]1[C@@]24O3	0.2*	19	19	17	75	-15*	23	-50*	9.9*
CC(C)=CCC[C@](C)(O)[C@H]1CC[C@]2(C)[C@@H]1CC[C@@H]1[C@@]3(C)C/C(=C/O)C(=O)C(C)(C)[C@@H]3CC[C@]12C	104	104	98	109	105	90	117	91	119
CCC(C)C1OC1(C)C1(O)C(C)=CC2CC(C(=O)OC)=CCC2C1/C=C/C=C/C=C/C(=O)O (stereo not drawn)	83	100	72	103	/	95	94	102	56
CCCCOc1ccc(/C(C)=N/Nc2cc(C)nc3ccc(Br)cc23)cc1	63	99	91	14	103	90	27	97	86
CCCn1cnc2c(c1=N)C(c1ccc(F)cc1)c1sc3c(CC)cccc3c1O2 (stereo not drawn)	11	-14*	12	2.7*	52	-2.4*	-51*	/	10
CNCCOC(=O)c1ccccc1	116	107	101	105	107	104	108	95	96
C[C@@H](Oc1cc(-c2cnn(C3CC4(CNC4)C3)c2)cnc1N)c1c(Cl)ccc(F)c1Cl	-19*	91	/	16	72	66	5.2*	69	64
COc1cc2nc(N3CCCC3)nc(NCCc3c[nH]c4ccccc34)c2cc1OC	99	101	103	105	107	96	108	98	99
COc1nc(N=[N+]=[N-])nc(-c2c(OC)ccc3ccccc23)n1	99	106	95	99	91	79	/	81	/
Ic1ccc(Cn2cncc2-c2c[nH]c3ccccc23)cc1	97	65	75	90	82	75	63	61	63
O=c1[nH]n(-c2ccccc2)c(=O)cc1Cl	112	107	106	109	114	94	104	/	102
COc1ccc(C2CC(c3cc(OC)c(OC)c(OC)c3)=NN2C(C)=O)cc1OCC(=O)Nc1nc2ccc(C(F)(F)F)cc2s1 (stereo not drawn)	65	63	67	68	80	40	85	67	/
CCCCCCCC(=O)OC1CCC(C2CCCCC2)CC1 (stereo not drawn)	104	105	95	108	104	107	123	99	/
COc1ccc(C2=NN(C(C)=O)C(c3cccc(Nc4ccnc5cc(Cl)ccc45)c3)C2)cc1 (stereo not drawn)	54	44	61	65	64	75	19	/	66
CC1(C)COC(=S)N1	112	106	101	113	101	95	124	85	96
Cc1ccc(NC(=O)Cn2cc(COc3ncnc4c3cnn4-c3ccccc3)nn2)cc1C	94	94	87	92	94	/	/	83	83
Cc1[nH]nc2c1C(c1cnn(C)c1)C(C#N)=C(N)O2 (stereo not drawn)	/	108	101	104	97	105	114	80	106
CC1(C)CC[C@]2(C(=O)O)CC[C@]3(C)C(=CCC4[C@@]5(C)C[C@@H](O)[C@@H]6OC(c7ccco7)OC[C@@]6(C)C5CC[C@]43C)C2C1 (stereo partly drawn)	17	36	/	20	30	51	-87*	21	32
COc1ccc(-c2nocc2-c2cc(OC)c(OC)c(OC)c2)cc1	12	-19*	19	8.8*	45	59	-12*	-5.4*	47
O=C(Nc1cccc(C(F)(F)F)c1)c1cncc(C#Cc2cnc3ccc(N4CCOCC4)nn23)c1	-24*	-24*	-59*	0.0*	5.5*	-4.9*	-48*	-34*	1.8*
O=C(/C=C/c1c(C(F)(F)F)nc2sccn12)c1cccs1	85	78	94	95	86	88	125	107	99
Cc1cccc(N=NN(C)C)c1	101	106	95	108	92	105	/	94	92
Cn1c2ccc(Br)cc2c2c3c(c4c5ccccc5ccc4c21)C(=O)NC3=O	107	107	100	102	111	104	119	94	111
CC(=O)Nc1cccc(-c2[nH]c3ccccc3c2/C=N/NC(=O)c2cccnc2)c1	93	95	90	96	99	82	93	90	84
O=c1ccc(=O)n(-c2nc(-c3cc4c(ccc5ccccc54)oc3=O)cs2)[nH]1	98	97	86	99	96	89	103	98	87
O=C1C=CC(=Nc2ccc(O)c3ncccc23)c2cccnc21	94	94	88	90	96	106	102	57	113
CC(C)(C)c1ccc(C(=O)Nc2ccc(S(N)(=O)=O)cc2)cc1	90	89	120	98	107	109	122	103	/
Cc1ccc(N)cc1[N+](=O)[O-]	105	102	97	109	129	114	110	94	110
CC(N)C(=O)NNc1n[nH]c(=S)n1N (stereo not drawn)	102	100	100	103	92	97	111	98	99
CC/C(=N\N=C(/CC)c1ccccc1O)c1ccccc1O	98	93	92	103	99	106	110	96	103
Cc1ccc(C(=O)/C(=C/c2ccc([N+](=O)[O-])cc2)S(=O)Cc2ccccc2)cc1 (stereo not drawn)	23	14	14	22	82	47	-26*	-32*	-8.0*
COc1ccc(-c2cc(-c3nnc(SCC(=O)Nc4ccc(C(C)=O)cc4)n3-c3ccccc3)c3ccccc3n2)cc1	92	96	98	92	98	101	106	78	108
CC(=O)c1ccc(C(C)C)cc1	112	103	101	105	120	83	/	84	77
Cc1ccc(C(C)(C)C)c(O)c1	106	106	97	108	94	103	114	/	107
CC[N+](CC)(CC)CCOc1cccc(OCC[N+](CC)(CC)CC)c1OCC[N+](CC)(CC)CC	101&111	112&106	99&105	114&119	95&88	102&94	109	93&109	97&102
COc1cc(C(=O)OCCCN2CCOCC2)cc(OC)c1OC	103	99	98	108	104	93	106	111	116
CC(=O)Oc1c(C(=O)O)ccc2ccccc12	105&110	98&105	102&103	114	100&105	101&106	106&107	90&96	106&115
Cn1ncc(Cl)c1-c1cc(C(=O)N[C@H](CN)Cc2cccc(F)c2)sc1Cl	1.4*	29	33	8.5*	29	34	-74*	6.1*	-21*
CC(C)(C)n1cc(-c2ccnc(NCCNS(=O)(=O)c3ccc(Br)cc3)c2)c(-c2cccc(O)c2)n1	17	33	35	1.1*	63	45	-75*	17	40
N#C/C(=C\c1ccccn1)c1nc(-c2ccc(Cl)cc2)cs1	91	79	84	92	94	62	90	12	56
O=C(CSc1nc2ccccc2c(=O)[nH]1)Nc1ccccc1C(=O)O	100	103	104	118	101	102	124	107	109
C=C(C)C(=O)N(C)c1cccc(-c2ccccc2)c1C	103	105	102	107	106	101	112	97	111
NNC(=O)CSc1ncnc2c1c(-c1ccccc1)cn2-c1ccc(Cl)cc1	112	104	102	111	95	79	99	70	95
Cc1ccc(NC(=O)c2sc3nc(C)c(C(O)c4ccccc4)cc3c2N)cc1 (stereo not drawn)	17	7.9*	26	2.9*	57	57	-16*	7.1*	28
N#C/C(=C\c1ccc(-c2ccc(Cl)cc2Cl)o1)C(=O)c1c[nH]c2ccccc12	98	101	90	100	98	85	108	92	77
CN1CCC(NC(=O)Nc2ncccc2OCc2cccc(F)c2)CC1	105	106	94	104	103	94	111	90	104
O=C1c2ccccc2SC2c3cccn3CCN12 (stereo not drawn)	98	112	93	113	101	103	107	89	68
COc1cccc(-c2cc3cnc4ccccc4c3oc2=O)c1	101	101	99	103	103	101	110	98	97
COc1ccc(C(=O)c2ccc(OC)cc2)cc1	108	102	107	103	119	100	117	92	85
NC(=N\N=C/c1ccc(O)cc1)/C(N)=N\N=C/c1ccc(O)cc1	24	59	91	36	78	101	124	31	79
CC(C)(C)n1cc(-c2ccnc(NCCCNS(=O)(=O)c3ccccc3)c2)c(-c2cccc(O)c2)n1	27	57	73	19	59	53	15	45	51
C=C(C)CCC(C)N1CCC(N2CCC(C(=O)NCCc3ccccc3)CC2)CC1 (stereo not drawn)	25	60	62	40	81	/	25	43	69
COC(=O)c1cccc(F)c1C(=O)c1cccc2ccccc12	98	95	92	100	149	105	107	95	/
(listing goes on)
SMILES	KM12	NCI/ADR-RES	NCI-H23	NCI-H460	NCI-H322M	NCI-H226	COLO 205	NCI-H522	IGROV1
COC(=O)C(CC(C)C)NS(=O)(=O)c1ccc(-c2cc3ccccc3c(=O)o2)cc1 (stereo not drawn)	101	92	95	104	102	90	111	89	100
CN(C)S(=O)(=O)n1cnc([C@@H]2[C@H]3C(=O)OC[C@@H]3C[C@@]23N=CN(Cc2ccccc2)C3=O)c1	100	115	113	103	141	107	130	108	135
Cc1ccc(N(C(=O)c2cc3ccccc3[nH]2)[C@H](C(=O)Nc2cccc([N+](=O)[O-])c2)c2ccc(N(C)C)cc2)cc1	86	96	94	101	92	87	96	86	94
Cc1oc2nc[nH]c(=O)c2c1C(=O)/C=C/c1cc(O)cc2ccccc12	105	100	94	103	97	96	100	103	101
NC(=O)c1cccc(-n2ccc3cc(NC(=O)c4ccc(Cl)c(Cl)c4)ccc32)n1	102	97	110	103	107	95	104	94	111
c1ccc(NC2Sc3nc4ccccc4nc3N2C2CCCCC2)cc1 (stereo not drawn)	106	105	102	104	91	/	/	83	104
CC1CCC[N+]2(CCCCC2)CC1 (stereo not drawn)	98	113	110	116	108	94	102	/	108
COc1cc(/C=N/NC(=O)c2ccc(C(F)(F)F)nc2Nc2ccc(Cl)cc2C)ccc1O	25	30	48	25	26	40	52	45	25
